# From PubChem
# Mdm2 MdmX PPI – inhibitors of human Mdm2-MdmX association, primary screen, cell-based, luminescence, split luciferase, SaOS-2, uHTS; AID 485346, 2010; 330,000 tested, 3% active; inhibition, % at 8 µM; SaOS-2 split-luciferase Mdm2/MdmX complementation;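 active = inhibition of at least 50% at 8 µM in the primary screen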
# tim23-1 inh – growth inhibitors of tim23-1 mutant yeast, primary screen, luminescence, uHTS. 330,000 tested, 1.3% active. inhibition, % at 20 µM. S. cerevisiae tim23-1 growth, BacTiter-Glo luminescence, 24 h. AID 463212, 2010;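 active = growth inhibition of the mutant yeast at or above 50%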;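 note: temperature-sensitive mutant grown at 25 °C; plate controls were DMSO-treated mutant yeast for no effect and medium wells lacking yeast for full effect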
# UPR XBP1 act – activators of adaptive XBP1 UPR arm, primary screen, cell-based, CHO-XBP1 luciferase reporter, luminescence, uHTS; activation, % at 20 µM; AID 463104, 2010; IRE1-XBP1 UPR activation; percent of tunicamycin response, DMSO as zero; 330,000 tested, 0.33% active;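 active = versus positive control, 20 µM dose yields 30% or more activation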;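 note: 100% = tunicamycin at 10 µg/mL and 0% = DMSO only wells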
#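 Assay system: CHO-XBP1 luciferase reporter cells; Schedule: 6 h treatment, 37 °C; Detection: glow luminescence from Steady-Glo reagent; Benchmarks: high control tunicamycin 10 µg/mL final, low control DMSO vehicle only.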
# Jurkat NFkB inh – inhibitors of induced NF-kB luciferase reporter, primary screen, TCR NF-kB activation inhibitor project, cell-based, luminescence, uHTS; Jurkat, PMA/ionomycin-induced NF-kB luciferase reporter; inhibition, % at 4 µM; 330,000 tested, 0.53% active; in the data active = inhibition above about 50%
# UPR CHOP act – activators of apoptotic CHOP UPR arm, primary screen, cell-based, CHO-CHOP luciferase reporter, luminescence, uHTS; 330,000 tested, 0.34% active; UPR activation; percent of tunicamycin response over DMSO baseline; activation, % at 10 µM;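 active = at 10 µM dose, activation of 40% or more, normalized to positive control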;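 note: 100% = tunicamycin at 10 µg/mL and 0% = DMSO alone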
#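 Dosing – one dose, 10 µM in 0.5% DMSO · System – CHO-CHOP cells, stable luciferase reporter of PERK-eIF2a-CHOP signalling · Input – 500 cells/well · Control set – tunicamycin 10 µg/mL final as positive, DMSO-only wells as negative · Timing – 6 h compound treatment, 37 °C · Measure – % activation vs tunicamycin · Technique – luminescence read with Steady-Glo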
# APJ agonist – agonists of human apelin receptor APJ, primary screen, CHO-K1 cells, PathHunter beta-arrestin, luminescence. P35414. 0% DMSO wells, 100% apelin. activation, % at 20 µM. 330,000 tested, 0.11% active. AID 2520, 2010;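 active = activation more than six SD over the plate average, tested at 20 µM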;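 note: 0% = DMSO alone and 100% = apelin-13 at 10 nM; some results filed as inactive read as strong as hits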
# Target sequence (P35414 whole entry, looked up): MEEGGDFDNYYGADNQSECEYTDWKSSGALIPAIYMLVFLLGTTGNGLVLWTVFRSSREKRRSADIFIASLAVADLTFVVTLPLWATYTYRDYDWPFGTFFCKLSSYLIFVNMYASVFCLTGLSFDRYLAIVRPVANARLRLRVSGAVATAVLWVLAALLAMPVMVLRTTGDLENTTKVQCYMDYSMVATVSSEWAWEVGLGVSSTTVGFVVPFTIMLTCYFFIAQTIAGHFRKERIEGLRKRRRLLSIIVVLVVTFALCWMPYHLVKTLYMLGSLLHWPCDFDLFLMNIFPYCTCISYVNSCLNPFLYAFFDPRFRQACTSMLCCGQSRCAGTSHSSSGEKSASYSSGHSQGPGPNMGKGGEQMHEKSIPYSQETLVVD
#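 Assay system: engineered CHO-K1 APJ arrestin reporter cells; Amount: 1000 CHO-K1 reporter cells seeded per well; Dosing: one dose, 20 µM compound, 1% DMSO; Times: compound stimulation 90 min at 25 °C, detection 60 min; Measured by: luminescent beta-gal fragment complementation, chemiluminescent substrate; Read-out: APJ–arrestin association signal; Controls: DMSO vs Apelin-13 10 nM.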
# 697 NFkB inh – inhibitors of PMA/ionomycin-induced NF-kB reporter, 697 cells, primary screen, B-cell NF-kB inhibitor project, cell-based, luminescence, uHTS; 697 B-cell NF-kB luciferase reporter, 16 h; inhibition, % at 4 µM; 330,000 tested, 0.33% active; AID 435022, 2010; in the data active = inhibition above about 35%
# APJ antagonist – antagonists of human apelin receptor APJ, primary screen, CHO-K1 cells, beta-arrestin complementation, luminescence | 330,000 tested, 0.32% active | inhibition, % at 20 µM;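 active = inhibition above about 40% at 20 µM, limit read from the data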;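 note: cells challenged with 10 nM apelin-13 agonist together with compound; plate controls were apelin-13 plus DMSO wells for no effect and DMSO wells lacking apelin-13 for full effect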
# * = called active by the depositor. This is a random part of the collection (roughly 5% active in at least one column).
item	mol	APJ agonist	Jurkat NFkB inh	697 NFkB inh	tim23-1 inh	Mdm2 MdmX PPI	UPR XBP1 act	APJ antagonist	UPR CHOP act
1	CCOC(=O)C(=O)Nc1ccc(Oc2ccccc2)cc1	1.3	-8.7	2.9	11.2	-22.7	-3.4	-4.3	-1.5
2	COC(=O)c1sc2ccccc2c1-n1cccc1C(=O)C(=O)Nc1ccc(Cl)cc1	0.5	0.7	12.4	8.6	13.6	-4.5	-5.2	-1.0
3	N/C(CSc1ccccn1)=N\OCc1c(Cl)cccc1Cl	-0.7	-7.4	-5.1	17.9	28.7	-2.8	21.8	2.4
4	COc1cc(C(=O)NCCNc2nc3ccc(C)cc3cc2C#N)cc(OC)c1OC	2.7	2.2	-3.0	21.6	2.5	1.7	-17.7	-0.8
5	CN(C)C(CNC(=O)c1ccc2nc[nH]c2c1)c1ccccc1 (centres undefined)	-3.6	-12.8	6.4	2.5	-22.4	-2.1	-0.5	0.7
6	Cc1ccc(S(=O)(=O)N(C)Cc2ccc(C(=O)N/N=C3\CC(=O)CC(C)(C)C3)cc2)cc1	3.7	-1.7	-18.4	8.2	27.1	-0.9	-4.1	3.6
7	O=C(/C=C/c1cccs1)Nc1nccs1	-2.8	-113.4	-118.1	1.3	-125.2	1.3	-2.5	2.0
8	C=CCNC(=S)N1CCC(C(=O)c2ccc(Cl)cc2)CC1	1.3	-11.1	-35.5	36.8	14.7	-7.1	-20.7	-1.1
9	CCOC(=O)C1CCN(C(=O)Cc2c(C(=O)O)n(CC)c3ccccc23)CC1	1.3	0.5	12.4	0.5	-0.9	4.0	-15.4	-1.6
10	CN(C)c1ccc(/C=N/NC(=O)CN(c2ccccc2Cl)S(C)(=O)=O)cc1Br	0.7	-6.3	16.8	15.0	9.8	8.6	-6.0	-2.5
11	COc1cccc(/C=C/C(=O)Nc2ccccc2N2CCOCC2)c1	0.7	-11.8	14.5	30.3	-2.9	0.5	-9.7	4.5
12	COc1ccc2[nH]c(C(=O)N(Cc3ccccn3)Cc3ccccn3)cc2c1	-0.3	11.4	8.7	20.0	10.8	2.0	7.6	1.4
13	NCCCC[C@H]1CN=C(N)N1CCCCC1CCCCC1	4.7	2.6	15.6	8.7	17.8	1.2	0.3	1.0
14	COc1ccc(/C=N/NC(=O)CCc2n[nH]c(=O)[nH]c2=O)cc1OC	-3.8	-2.5	1.2	1.3	1.9	-0.3	3.2	-0.6
15	O=c1cc(O)c2c(=O)n(C3CCCCC3)c3ccccc3c2o1	-2.0	5.8	12.5	13.7	17.2	7.2	-4.6	-0.1
16	CCOC(=O)c1sc(=S)n(-c2ccccc2)c1N(C(C)=O)C(C)=O	2.9	11.7	10.0	6.0	19.0	-4.8	-5.9	-0.7
17	COc1ccc(-n2nc(C(=O)NCC(=O)Nc3cc(OC)c(OC)c(OC)c3)c3ccccc3c2=O)cc1	-0.2	9.7	22.1	4.3	51.5*	19.3	3.7	0.7
18	Cc1ccc(/C=N/NC(=O)c2ccc(-n3cccc3)cc2)o1	-2.1	7.8	27.5	33.1	13.5	-2.7	-2.1	1.9
19	O=C(Nc1ccc2c(c1)OCCO2)C(c1ccc(F)cc1)N1CCCCC1 (centres undefined)	-4.7	3.2	16.4	3.0	16.5	0.5	2.0	1.8
20	Cc1ccc(C)c(NC(=O)C2CCCN2/C=C/C(=O)C(F)(F)F)c1 (centres undefined)	-1.4	10.5	14.2	-1.8	3.5	-5.5	0.4	0.0

# Reprinted at random: three entries already listed, in no set order.
item	mol	APJ agonist	Jurkat NFkB inh	697 NFkB inh	tim23-1 inh	Mdm2 MdmX PPI	UPR XBP1 act	APJ antagonist	UPR CHOP act
17	COc1ccc(-n2nc(C(=O)NCC(=O)Nc3cc(OC)c(OC)c(OC)c3)c3ccccc3c2=O)cc1	-0.2	9.7	22.1	4.3	51.5*	19.3	3.7	0.7
1	CCOC(=O)C(=O)Nc1ccc(Oc2ccccc2)cc1	1.3	-8.7	2.9	11.2	-22.7	-3.4	-4.3	-1.5
10	CN(C)c1ccc(/C=N/NC(=O)CN(c2ccccc2Cl)S(C)(=O)=O)cc1Br	0.7	-6.3	16.8	15.0	9.8	8.6	-6.0	-2.5

# Next part
item	mol	APJ agonist	Jurkat NFkB inh	697 NFkB inh	tim23-1 inh	Mdm2 MdmX PPI	UPR XBP1 act	APJ antagonist	UPR CHOP act
21	S=C(Nc1ccccc1)N1CCC(Cc2ccccc2)CC1	1.4	19.7	-6.4	37.2	7.3	-3.8	-2.7	0.9
22	O=C(NC1CCCCC1)c1ccc2[nH]c(=O)c(=O)[nH]c2c1	1.0	-19.8	-32.8	8.8	-15.2	-3.9	-7.2	0.8
23	CCOc1ccccc1CNC(=O)Cn1ccc2cc(S(=O)(=O)N3CCCCCC3)ccc21	2.1	-0.4	-15.6	29.1	37.9	-6.4	-20.8	2.9
24	Cc1ccccc1NC(=O)CCc1nnc2ccc(N3CCC4(CC3)OCCO4)nn12	-2.6	-5.7	-2.5	-11.3	15.5	-3.8	-7.9	0.6
25	COc1ccc(-c2cc(=O)n(-c3ccc([N+](=O)[O-])cc3)[nH]2)cc1	-4.9	-11.5	-11.0	28.4	55.0*	1.1	28.5	4.9
26	Cc1cccc(C(=O)NC(=S)NNC(=O)COc2c(C)cccc2C)c1	-3.7	-15.5	-6.4	-22.0	8.3	-4.1	4.2	-2.6
27	CCC1CCCCN1CC(O)COCc1cccc(OC)c1 (centres undefined)	-3.8	10.6	11.0	1.4	21.9	-1.7	9.4	2.7
28	Cc1cnc(C(=O)OCC(=O)Nc2cccc3ccccc23)cn1	-4.4	9.1	11.9	9.4	-3.6	1.1	-1.3	-0.1
29	CN(C)/C=C/C(=C\C(=O)C(F)(F)F)Nc1ccc(C(F)(F)F)cc1	-0.6	-24.3	-3.0	18.6	19.3	-3.3	7.3	-0.2
30	c1ccc(CN2CCN(CCOCCOc3ccc4c(c3)CCC4)CC2)cc1	-2.3	3.8	16.5	-0.5	-13.6	1.9	0.9	-1.3
31	CNC(=O)c1[nH]cnc1C(=O)Nc1ccccc1OC	1.6	-3.9	25.7	5.9	27.1	-3.7	19.9	-2.4
32	COc1ccc(Br)c(C(=O)OCC(=O)NC(=O)NC2CCCC2)c1	-1.5	-7.8	4.9	47.3	-8.6	1.9	-20.5	0.5
33	COc1ccc(NC(C)=O)cc1NC(=O)CSc1nnc(-c2ccncc2)n1C	0.5	12.2	15.1	2.7	-21.0	-0.3	3.6	0.0
34	CC(=O)N(CCCCl)C(C#N)c1ccccc1 (centres undefined)	-3.3	-12.8	-1.4	3.1	6.6	-0.1	0.0	-2.0
35	COC(=O)c1ccc(COC(=O)c2ccc(SC)cc2OC)cc1	-0.1	-31.4	-54.8	20.3	-9.7	3.4	7.8	5.3
36	Cc1ccc(N=Cc2c(O)c3ccccc3oc2=O)cc1F	1.0	-6.7	-0.1	-0.1	23.9	7.4	9.5	8.2
37	N#Cc1cc2cc3c(cc2nc1SCC(=O)N1CCCC1)OCCO3	2.0	-167.1	-65.0	15.5	-11.9	-2.5	-14.9	0.8
38	Cc1cc(N=Cc2cc(Br)ccc2O)no1	0.4	5.3	-15.8	67.3*	3.3	-1.0	-28.9	-0.1
39	COc1ccccc1-c1n[nH]c(=S)n1Cc1ccco1	-2.5	17.6	13.9	0.6	15.0	3.0	-4.9	-0.6
40	Cc1ccc(C(=O)c2ccccc2C(=O)OCC(=O)N2C(C)CCCC2C)cc1 (centres undefined)	-3.1	0.8	-11.4	35.6	-19.5	4.7	13.3	-0.6

# Of the compounds above, 2 have two or more sulfur atoms.
item	mol	APJ agonist	Jurkat NFkB inh	697 NFkB inh	tim23-1 inh	Mdm2 MdmX PPI	UPR XBP1 act	APJ antagonist	UPR CHOP act
7	O=C(/C=C/c1cccs1)Nc1nccs1	-2.8	-113.4	-118.1	1.3	-125.2	1.3	-2.5	2.0
16	CCOC(=O)c1sc(=S)n(-c2ccccc2)c1N(C(C)=O)C(C)=O	2.9	11.7	10.0	6.0	19.0	-4.8	-5.9	-0.7

# (list continues)
item	mol	APJ agonist	Jurkat NFkB inh	697 NFkB inh	tim23-1 inh	Mdm2 MdmX PPI	UPR XBP1 act	APJ antagonist	UPR CHOP act
41	CCOc1ccc(CSc2nc(C)cc(COC)c2C#N)cc1OCC	-3.2	12.1	-9.8	16.9	3.8	-0.8	16.4	1.0
42	CN(C)c1ccc(/C=C(\NC(=O)c2ccccc2)C(=O)NCc2ccncc2)cc1	3.6	-6.8	4.2	19.0	-16.3	-0.2	6.4	2.5
43	OCC1(Cc2cccc(F)c2)CCN(Cc2cccc3nccnc23)CC1	-3.7	1.5	-0.2	3.5	1.1	-0.8	4.8	-0.8
44	COc1ccc(C(=O)NNC(=O)c2ccc(C)cc2)cc1S(=O)(=O)N1CCCC1	-0.3	-0.4	14.4	4.9	4.5	1.3	13.0	0.8
45	Cc1cc(C)n2nc(SCN3C(=O)c4ccccc4C3=O)nc2n1	2.3	2.3	8.7	-1.2	18.7	2.1	14.8	-0.1
46	CSc1ccc(/C=C/C(=O)OCC(=O)NCC2CCCO2)cc1 (centres undefined)	-1.3	-7.8	13.7	-1.0	15.9	0.1	-3.3	-0.4
47	COc1ccccc1NC(=O)C(C)NC(c1ccccc1)c1ccccc1 (centres undefined)	0.8	0.6	-21.3	18.1	24.6	-2.3	25.6	5.0
48	COC(CNC(=O)c1ccc2c(c1)ncn2-c1ccc(F)cc1F)OC	0.2	-9.6	-21.8	2.6	1.7	1.2	-0.8	-1.8
49	CCSc1nnc(NC(=O)C2CCN(C(=O)c3ccc(F)cc3)CC2)s1	-2.6	-1.8	14.7	7.8	18.4	-0.4	-5.7	1.2
50	O=C(Nc1cccnc1)c1ccc([N+](=O)[O-])s1	2.3	36.9	3.3	44.3	52.4*	-1.2	-14.7	-0.6
51	C/C=C/c1ccc(OCC(=O)Nc2ccc(OC)c(OC)c2)c(OC)c1	-2.6	-23.6	-13.0	21.2	5.6	-1.5	-7.3	0.4
52	C(=C\c1ccccc1)/C=N/N1CCN(c2ccccn2)CC1	-0.6	-100.3	-76.7	44.4	-61.5	-2.5	12.1	7.2
53	CC(=O)c1ccc2c(c1)Cc1cc(C(C)=O)ccc1-2	-0.6	-69.8	-101.2	15.1	-134.3	2.6	-6.8	8.9
54	COC(=O)/C(C#N)=C/c1c(N2CCN(c3ccc(OC)cc3)CC2)nc2c(C)cccn2c1=O	-1.7	-13.8	-5.4	17.8	10.3	-2.8	15.2	1.3
55	CCOC(=O)C1=C(C)N(CCCC(=O)O)C(=O)NC1c1ccc(Br)cc1 (centres undefined)	-4.0	17.9	1.1	8.6	5.8	1.2	-17.9	-0.4
56	Cc1ccc(C(=O)C(C)OC(=O)CN2C(=O)NC3(CCCC3)C2=O)cc1 (centres undefined)	8.7	-9.7	0.5	4.1	21.9	-1.9	-44.9	-2.0
57	O=C(CSc1nnc(SCc2cccc3ccccc23)s1)Nc1ccc(C(=O)O)cc1	-2.9	6.8	12.7	9.9	14.6	-3.2	1.2	-0.4
58	COc1cccc(Oc2nc(-c3ccccc3O)nc3ccccc23)c1	-3.8	-11.1	0.9	-3.2	15.8	-1.3	9.6	22.4
59	Cc1ccc(C(C)C)c(OCCOCCN2CCNCC2)c1	6.3	-13.6	-15.7	-7.7	19.4	0.3	3.8	-1.0
